# Growth percent in the NCI-60 one-dose screen (48 h, 10 µM unless noted): 100 = growth as untreated, 0 = no growth, -100 = all killed.
# LOX IMVI: LOX IMVI melanoma | 79,000 compounds, 7.4% hits | AID 1794757
# MDA-MB-435: MDA-MB-435 melanoma; 82,000 compounds, 7.8% hits
# T-47D: T-47D breast cancer | 79,000 compounds, 5% hits
# SK-MEL-28: SK-MEL-28 melanoma. 81,000 compounds, 4.1% hits. AID 1794761
# SK-MEL-2: SK-MEL-2 melanoma | 77,000 compounds, 4.7% hits
# HS 578T: HS 578T breast cancer | 78,000 compounds, 4.1% hits | AID 1794788
# BT-549: BT-549 breast cancer; 78,000 compounds, 4.4% hits; AID 1794793
# SK-MEL-5: SK-MEL-5 melanoma. 80,000 compounds, 6.4% hits. AID 1794755
# Active calls of the source: *; / = not tested or not shown; & = joins results of further samples; ! = a repeat was not active. How the source made its calls: active means growth percent below 10; inactive means the rest.
SMILES	LOX IMVI	MDA-MB-435	T-47D	SK-MEL-28	SK-MEL-2	HS 578T	BT-549	SK-MEL-5
O=C(O)CCNC(=O)c1nc(-c2ccccc2)n(-c2ccc(Cl)cc2)n1	97.8	105.0	89.9	98.6	103.5	107.0	99.7	101.4
COc1ccc2ncccc2c1	96.2	109.2	87.8	108.3	122.3	98.9	103.0	97.4
Nc1nc(N)c2c(n1)NC(c1ccccc1)CC(c1ccc(Nc3nc(NCCO)nc(Nc4ccc(Cl)cc4)n3)cc1)=N2 (centres undefined)	-86.1*	41.8	62.1	108.6	71.9	79.9	79.3	55.6
Cc1c2c(c(C)c3c1oc1ccc(O)cc13)C(=O)N(CCO)C2=O	96.4	98.2	87.3	103.8	109.2	99.2	91.9	94.6
Cc1ccc(-c2nnc(-c3ccncc3)o2)c(N)c1C	96.2	102.1	80.6	100.6	97.5	128.4	99.1	101.6
O=c1ssc(=Nc2ccccc2)n1-c1ccccc1	84.6	105.3	81.6	109.2	96.7	125.4	105.1	101.4
O=C1OC2CC13Cc1ccccc1C3(C(=O)O)CC2I (centres undefined)	93.3	96.9	88.7	104.7	103.4	135.7	98.4	98.4
COc1ccc(-c2nc3c(nc(C)c4ccc(C)nc43)o2)cc1	86.9	102.8	69.6	116.2	97.9	98.1	102.8	84.4
COc1cc(/C=C2\Oc3cc(OCC(=O)c4ccccc4)ccc3C2=O)cc(OC)c1OC	98.5	102.8	73.6	108.3	121.8	106.6	128.3	98.7
CCCCN(CCO)Cc1cc(Nc2c3ccccc3nc3ccccc23)ccc1O	54.9	78.9	84.3	95.5	93.0	71.6	/	87.3
COc1ccc(C(=O)CCC(=O)O)cc1F	107.9	99.9	102.6	109.3	111.1	107.4	/	/
NC(=O)c1ccc(Cl)cc1	94.4	102.1	97.6	126.0	103.7	86.1	/	96.1
CCN(CC)CCSc1cc(C)c2ccc(N)nc2n1	102.8	99.2	100.6	103.1	/	107.5	117.3	95.9
c1cnc(Nc2nc3c(s2)CCCc2cc[nH]c2-3)nc1	78.9	108.9	68.5	113.5	107.9	89.6	96.4	78.8
CN(C)/C=C1\Sc2ccc3nsnc3c2N(C)C1=O	96.2	97.2	83.1	95.2	95.9	91.2	91.9	104.7
C[n+]1cccc(C(=O)NO)c1	97.9	99.8	113.2	102.0	106.1	96.4	100.4	93.1
O=C(Nc1ccc(Nc2ncnc3sc4c(c23)CCOC4)cc1)Nc1ccc(Cl)c(C(F)(F)F)c1	99.9	99.1	81.8	95.1	/	/	89.1	98.1
CC1(c2ccc(Cl)cc2)SCCS1	94.6	96.9	105.9	121.2	124.9	87.2	107.0	107.9
O=C(Nc1nc2ccccc2s1)c1ccc(-n2c(=O)[nH]c3ccccc3c2=O)cc1	89.5	104.6	87.4	112.6	104.5	62.9	95.0	103.6
O=C(N1c2ccccc2Sc2ccccc21)n1ccc2cccnc21	44.8	19.7	27.7	76.9	73.6	70.7	60.2	45.9
COc1ccc2c(C3=C(c4c[nH]c5ccccc45)C(=O)N(O)C3=O)coc2c1	52.2	107.3	40.6	110.5	/	96.4	118.3	94.5
N#CC1=C(N)Oc2c(ccc3ccccc23)C1c1ccc(Cl)cc1Cl (centres undefined)	97.8	101.9	94.1	116.7	97.5	98.3	105.4	/
CCCCC(=O)N(CC)CC	99.3	104.9	102.9	106.1	122.9	92.2	/	113.9
C=C1CC[C@@H]2[C@]3(C)COC(c4cn(-c5ccccc5)nc4-c4ccccc4)O[C@@H]3CC[C@@]2(C)[C@@H]1C/C=C1/C(=O)OC[C@H]1O (some centres undefined)	/	-65.9*	-62.9*	-84.2*	-81.1*	/	-88.9*	-100.0*
CCOC(=O)c1c2ccncc2n2c(=O)n(-c3cccc(C)c3)nnc12	97.8	115.8	66.4	106.5	96.8	107.7	82.2	94.2
CN(C)CCOC1(Cc2ccc(Cl)cc2Cl)CCC(C(C)(C)C)CC1 (centres undefined)	-100.0*	-57.6*!	-41.1*	-50.0*	54.6&94.8	49.6&52.4	24.0&58.8	-63.9*!
Cc1ccc2c(c1)/C(=N/c1nc(-c3ccc(O)cc3)cs1)C(=O)N2	98.0	111.4	97.7	109.6	72.1	98.5	95.3	105.0
O=C(Nc1cccc2cccnc12)c1ccc(N2C(=O)[C@@H]3C4C=CC(C4)[C@@H]3C2=O)cc1	98.0&91.1	106.0&96.5	105.0&94.5	100.0&102.5	108.3&96.4	104.7&112.9	99.0&89.2	105.7&126.9
CCN(CC)CCOc1nc(-c2ccc(F)cc2)cc(-c2ccco2)n1	104.7	100.6	101.2	117.2	96.5	114.3	103.4	112.0
CS(=O)(=O)c1ccc(C(=O)N=Nc2c(O)[nH]c3ccc(Br)cc23)cc1	105.9	102.7	107.7	116.3	105.4	111.8	112.2	101.6
N/C(=N\C(N)=N\c1nc2ccccc2s1)c1cccc(C(F)(F)F)c1	75.4	16.7	77.3	81.1	108.3	99.3	93.8	90.2
O=c1c2c3c(sc2n2c(SCc4ccccc4)nnc2n1Cc1ccccc1)CCCC3	106.3	97.5	105.1	111.0	87.3	103.9	118.3	97.0
O=C1S/C(=C\C=C\c2ccc([N+](=O)[O-])cc2)C(=O)N1c1ccc(F)cc1	85.2	99.1	93.6	98.4	107.5	96.7	102.0	100.1
CC(=O)N1c2ccccc2-n2cccc2C1c1ccc(Cl)cc1 (centres undefined)	76.7	97.1	88.9	105.1	92.6	/	87.3	87.3
COc1cc2nc3cc([N+](=O)[O-])ccc3c(Cl)c2cc1OC	104.5	93.2	83.2	107.8	/	112.4	51.3	99.1
Oc1ccc2cc(Br)ccc2c1	101.8	111.5	109.4	123.5	135.1	137.6	105.1	103.6
CC(C(N)=O)N1CCN(c2ccc(Cl)cc2)CC1 (centres undefined)	93.8	106.1	99.3	115.2	86.2	97.7	95.3	103.2
O=C1c2ccccc2C(=O)N1Br	98.9	120.5	89.1	110.6	84.0	110.3	97.6	99.2
O=C(Cc1ccc(F)c(F)c1)Nc1cc(C2(C(F)(F)F)CC2)nn1Cc1ccccc1	5.4*	0.2*	-8.4*	18.6	-32.9*	-2.6*	14.9	-80.8*
CC(C)(C)OC(=O)NCc1ccc(CNc2c([N+](=O)[O-])cnc3ccc(Br)cc23)cc1	61.3	57.7	20.2	86.3	30.9	66.1	29.1	13.6
O=C(CSc1nc2c(c(=O)[nH]1)CCCC2)NNC(=O)c1ccc([N+](=O)[O-])cc1	104.5	99.5	93.6	107.5	104.7	94.5	104.3	101.5
O=C(O)c1cc2ccccc2s1	99.6	104.1	91.9	117.1	126.8	99.3	107.9	104.2
N#Cc1c(-c2ccc(Cl)cc2)nc(SC(=O)c2ccc(F)cc2)[nH]c1=O	97.7	104.4	97.8	108.9	107.2	104.1	120.9	102.1
NS(=O)(=O)c1ccc(CCNC(=O)CSc2ccc(-c3ccc4ccccc4c3)nn2)cc1	98.2	101.7	65.2	96.9	93.1	102.1	77.4	67.0
Nc1ccc(NC(=O)c2cccc(N)c2)cc1	89.9	103.9	95.9	104.2	/	97.1	93.3	102.8
CCOC(=O)C(C)(C(=O)OCC)c1cccc2ccccc12	101.8	98.5	90.2	111.9	97.3	104.5	100.4	100.6
O=C1CCC23OC(C(O)c4ccccc4N12)C1C(Br)=NOC13 (centres undefined)	99.7	96.2	102.4	105.7	107.7	105.6	101.8	110.6
c1ccc(Nc2csc(-c3ccccn3)n2)cc1	100.0	100.9	102.5	107.1	109.3	104.2	106.9	100.6
C=C(CC(=O)OCCCC)C(=O)OCCCC	100.8	111.1	99.5	115.5	110.7	99.9	114.7	/
CC(=C/c1ccccc1)/C=C1/SC(=S)N(C=C2C(=O)NC(=O)NC2=O)C1=O	98.5	100.0	84.7	107.1	97.7	91.7	95.6	86.1

# Three entries from above, set out differently.
# Every second line gives: LOX IMVI	MDA-MB-435	T-47D	SK-MEL-28	SK-MEL-2	HS 578T	BT-549	SK-MEL-5
> CCOC(=O)C(C)(C(=O)OCC)c1cccc2ccccc12
→ 101.8	98.5	90.2	111.9	97.3	104.5	100.4	100.6
> O=C1S/C(=C\C=C\c2ccc([N+](=O)[O-])cc2)C(=O)N1c1ccc(F)cc1
→ 85.2	99.1	93.6	98.4	107.5	96.7	102.0	100.1
> c1ccc(Nc2csc(-c3ccccn3)n2)cc1
→ 100.0	100.9	102.5	107.1	109.3	104.2	106.9	100.6

# New compounds follow
SMILES	LOX IMVI	MDA-MB-435	T-47D	SK-MEL-28	SK-MEL-2	HS 578T	BT-549	SK-MEL-5
COc1ccc(/C=C(\C(=O)NCc2cccnc2)S(=O)(=O)c2ccccc2)cc1OC	4.0*	-8.5*	12.1	34.6	54.6	59.3	35.5	64.6
O=[N+]([O-])c1ccc(/C=N/NCc2nc(Nc3ccc(Cl)cc3)c3ccccc3n2)cc1	87.9	99.4	64.0	102.4	102.7	100.7	111.8	/
O=C(CN1C(=O)/C(=C/c2ccco2)SC1=S)NCCc1c[nH]c2ccc(Cl)cc12	103.9	99.5	97.0	103.0	113.6	95.5	107.5	99.8
N#Cc1c(-c2ccco2)cc(-c2cccc(OCC(=O)O)c2)[nH]c1=O	/	103.1	81.2	104.1	119.5	/	88.4	96.3
O=C1OC(=O)c2ccccc2C1=O	96.2	109.9	99.0	112.3	99.7	107.1	105.7	101.2
COc1ccc2[nH]cc(/C=C3/C(=O)Nc4ccc(F)cc43)c2c1	74.9	93.8	92.2	96.2	91.7	72.6	133.6	93.1
Cc1nn(-c2cccc([N+](=O)[O-])c2)c(C)c1N=Nc1ccc(Br)cc1	95.5	100.4	93.9	98.3	99.1	111.7	94.2	99.3
c1ccc(Cc2nc3ccccc3[nH]2)cc1	99.5	115.7	100.8	104.5	105.2	92.8	105.3	112.8
C(=C\c1cnc2ccccc2n1)/c1ccc2c(c1)OCO2	72.3	102.9	83.9	96.9	106.0	106.6	79.9	90.5
O=C1CCC(N2Cc3c(C#CCCCNC(=O)c4ccc(NC(=O)[C@@H]5NC6(CCCCC6)[C@@]6(C(=O)Nc7cc(Cl)ccc76)[C@H]5c5cccc(Cl)c5F)cc4)cccc3C2=O)C(=O)N1 (some centres undefined)	27.5	61.6	38.4	62.2	76.4	46.2	32.5	5.4*
O=C(Nc1nc(Cl)nc(Nc2ccc(N3CCOCC3=O)cc2)n1)c1ccc(Cl)s1	62.1	96.4	71.7	96.0	84.0	89.8	105.8	91.3
N#Cc1c(-c2ccccc2)cc(-c2ccccc2)n(Cc2ccc(C(=O)NO)cc2)c1=O	80.2	95.7	80.2	100.0	98.3	81.4	100.7	98.3
COc1ccc(Nc2ncnc3c2c(C)nn3-c2ccccc2)cc1	98.4	100.9	101.2	111.3	103.2	105.7	112.5	106.9
CN1CCN(c2cc(Nc3cc(C4CC4)[nH]n3)nc(Nc3ccc(CC(=O)NCc4cccc(F)c4)cc3)n2)CC1	-28.4*	24.9	64.5	25.8	48.9	-6.9*	43.2	68.6
COc1ccc(/C=C/C(=O)c2ccc(NC(=O)CSc3nnc(-c4ccc(-c5nc6ccc(C)cc6[nH]5)cc4)o3)cc2)cc1OC	96.2	101.6	101.9	110.4	101.6	99.6	91.9	100.2
O=C(CI)Nc1ccc2oc(=O)c(C(=O)O)cc2c1	90.0	115.8	104.7	109.0	104.0	98.1	98.5	105.0
CC(O)C(O)C(N)CC=O (centres undefined)	96.8	98.9	102.7	/	95.5	107.8	106.3	105.1
CCOc1ccc(C2N(c3cc(OC)c(OC)c(OC)c3)C(=O)C2(F)F)cc1 (centres undefined)	27.6	16.8	70.0	66.8	91.8	37.4	44.2	6.8*
CC1CN(CC(=O)Nc2cccc(Cl)c2)CC(C)O1 (centres undefined)	99.8	113.0	97.6	118.8	92.5	92.7	79.6	109.2
N#Cc1c(Cl)nc(SCc2ccccc2)nc1-c1ccc(F)cc1	98.6	117.0	89.6	115.3	104.6	83.2	88.3	99.8
NC(=O)c1cc(Cl)ccc1NS(=O)(=O)c1ccccc1	104.7	106.3	106.5	107.2	103.0	102.1	101.9	100.9
O=C(Nc1ccc(Oc2ccc(=O)[nH]n2)cc1)Nc1ccc(Cl)c(C(F)(F)F)c1	100.1	99.7	77.0	94.4	90.9	92.4	87.5	95.6
Nc1ccc(-c2nc(N3CCOCC3)c3c4c(sc3n2)CCCC4)cc1	85.1	92.7	35.0	96.7	75.0	91.9	79.3	81.6
CCOC(=O)C1=C(C(=O)c2ccc(Br)cc2)C(c2ccc(F)cc2)NC(=S)N1 (centres undefined)	100.3	106.7	86.2	106.3	118.4	/	101.2	102.9
NC1=C(Br)C(=O)c2ncccc2C1=O	-71.2*	-96.2*	15.3	-87.4*	-54.1*	-13.1*	-81.2*	-98.3*
Nc1ccc2c(c1)Cc1cc(F)ccc1-2	93.5	107.4	80.1	96.2	89.5	101.2	79.5	94.1

# A draw from above in order of SMILES length, lowest first:
SMILES	LOX IMVI	MDA-MB-435	T-47D	SK-MEL-28	SK-MEL-2	HS 578T	BT-549	SK-MEL-5
C(=C\c1cnc2ccccc2n1)/c1ccc2c(c1)OCO2	72.3	102.9	83.9	96.9	106.0	106.6	79.9	90.5
N#Cc1c(Cl)nc(SCc2ccccc2)nc1-c1ccc(F)cc1	98.6	117.0	89.6	115.3	104.6	83.2	88.3	99.8
CN1CCN(c2cc(Nc3cc(C4CC4)[nH]n3)nc(Nc3ccc(CC(=O)NCc4cccc(F)c4)cc3)n2)CC1	-28.4*	24.9	64.5	25.8	48.9	-6.9*	43.2	68.6
COc1ccc(/C=C/C(=O)c2ccc(NC(=O)CSc3nnc(-c4ccc(-c5nc6ccc(C)cc6[nH]5)cc4)o3)cc2)cc1OC	96.2	101.6	101.9	110.4	101.6	99.6	91.9	100.2
